SRC1 TRFRET art – counter-screen for PPARgamma SRC-1 recruitment agonists: TR-FRET artefact. 99,000 tested, 0.34% active. TR-FRET ratio at 8 µM. TR-FRET detection artefact counter-screen, emission ratio; hits give high values. AID 1051; in the data active = TR-FRET ratio above about 2300; also: inactives centre near 1800; reference of the scale not given here
SRC3 TRFRET art – counter-screen for PPARgamma SRC-3 recruitment agonists: TR-FRET artefact. PPARgamma/SRC-3 format; hits give high values. TR-FRET ratio at 8 µM. 99,000 tested, 0.39% active; in the data active = TR-FRET ratio above about 2000; also: inactives centre near 1600; reference of the scale not given here
Numbers without * were called inactive.

Order of values – SRC1 TRFRET art	SRC3 TRFRET art
(1) Cc1cc(C)c2nc(SCC#N)cc(C)c2c1
  1952	1548
(2) CCC(=O)Oc1ccc(C(=O)Nc2c[nH]c(=O)[nH]c2=O)cc1
  1685	1593
(3) O=C(COC(=O)c1cc(NS(=O)(=O)c2cccs2)ccc1O)Nc1cc(Cl)ccc1Cl
  1802	1432
(4) CSc1nsc(SC)c1C(=O)O
  1792	1637
(5) COc1ccccc1NC(=O)CN(Cc1ccco1)C(=O)c1ccc(Cl)nc1
  2066	1672
(6) COc1cc(C(=O)Nc2nc(-c3cc(C)ccc3C)c(C)s2)ccc1OCC(=O)Nc1ccc(F)cc1
  1872	1612
(7) Cc1ccc(O)c(C(CC(=O)NCc2cccnc2)c2ccccc2)c1 (stereo not drawn)
  2125	1605
(8) C#CCSc1nc2ccccc2n1C(=O)c1ccc(S(=O)(=O)N2CCCCC2)cc1
  1617	1384
(9) CC(=O)c1c(C)[nH]c(C(=O)OCc2c(F)cccc2Cl)c1C
  1583	1378
(10) COC(=O)C(C)(C(=O)OC)c1ccc(C(F)(F)F)cc1[N+](=O)[O-]
  1789	1615
(11) CCN(CC)S(=O)(=O)c1ccc(NC(=O)c2cccs2)cc1
  1661	1515
(12) CCOC(=O)N1CCC(N(CCN(C)C)C(=S)Nc2ccccc2C)CC1
  1838	1555
(13) COCCNCC(=O)N1CCCCCC1
  1663	1640
(14) CC(=O)c1cccc(NC(=O)c2ccc(C(=O)Nc3cccc(C(C)=O)c3)nc2)c1
  1636	1404
(15) C[C@H]1CC[C@H]2C(=O)N[C@H](Cc3ccccc3)C(=O)N2[C@@H]1c1ccccc1
  1530	1529
(16) CCCCn1c(=O)[nH]c(=O)c2c1nc(-c1cc3c(cc1Br)OCO3)n2C
  1744	1626
(17) CCOC(=O)c1cccc(NC(=O)/C=C/c2ccc([N+](=O)[O-])cc2)c1
  1489	1495
(18) CCOC(=O)CC1C(=O)NCCN1Cc1cccs1 (stereo not drawn)
  1825	1627
(19) C/C(=N\NC(=O)C(C)n1nc(C)c([N+](=O)[O-])c1C)c1ccccc1O (stereo not drawn)
  1885	1621
(20) Cc1cc(C)c(C#N)c(SCc2ccccc2C)n1
  1783	1810
(21) COc1cc(/C=N/Nc2ccc(F)cc2F)cc(OC)c1OC
  1547	1564
(22) CC1CN(C(=O)C(Sc2ccccc2)c2ccccc2)CC(C)O1 (stereo not drawn)
  1689	1687
(23) COC(=O)c1[nH]nc(C(=O)OC(C)(C)C)c1-c1ccccc1
  1900	1619
(24) CC(C)N(C(=O)c1ccc(C(=O)Nc2ccc([N+](=O)[O-])cc2)cc1)C(C)C
  1711	1345
(25) COc1ccc(/C=C2\SC(=S)N(CC(=O)OCC(=O)Nc3ccc([N+](=O)[O-])cc3OC)C2=O)cc1
  1655	1674
(26) COc1cc(/C=N/n2nnnc2Nc2ccccc2)cc(OC)c1OC
  1524	1487
(27) CC(C)CN1CCN(Cc2cccn2-c2cccnc2)CC1CCO (stereo not drawn)
  1796	1451
(28) CCOc1ccc2c(c1)sc(N)[n+]2Cc1cc(C)cc2cccnc12
  1939	1734
(29) Cn1c(SCC(=O)Nc2ccccc2)nnc1C(F)(F)F
  1752	1807
(30) C#CCOCCOCCOCCNc1nc(N2CCN(C(=O)C([C@@H](C)CC)n3cc(C(N)CC(C)C)nn3)CC2)nc(N2CCN(C(=O)[C@H](CCC(=O)O)n3cc(C(N)[C@H](C)CC)nn3)CC2)n1 (stereo partly drawn)
  1610	1462
(31) Cc1cccc(OCCCC(=O)NCC(=O)Nc2cccc(C)c2C)c1
  1641	1536
(32) C/C(N)=C(/C#N)C(=O)CSc1nnc(Nc2ccccc2)s1
  2004	1670
(33) OCC1(Cc2ccccc2)CCCN(Cc2cnn(-c3ccccc3)c2)C1 (stereo not drawn)
  1969	1652
(34) O=S(=O)(c1ccc(Cl)cc1)N1CCN(S(=O)(=O)N2CCCCCC2)CC1
  1864	1373
(35) O=C(Nc1ccc(N2CCOCC2)cc1)c1ccc(-c2ccccc2[N+](=O)[O-])o1
  1855	1714
(36) COc1cccc(C(=O)/C=C/c2ccc(OCC#N)c(OC)c2)c1
  1599	1513
(37) CC(=O)n1cc([C@H]2C=C(C(=O)N3CCN(Cc4ccccc4)CC3)O[C@@H](OCc3ccc(CO)cc3)C2)c2ccccc21
  1729	1455
(38) CCN(CC)S(=O)(=O)c1ccc(N2CCCC2)c(NS(=O)(=O)c2ccc(F)cc2)c1
  1701	1587
(39) CN(C)S(=O)(=O)c1ccc(Cl)c(NC(=O)COc2ccccc2[N+](=O)[O-])c1
  1792	1576
(40) O=C(Cc1ccccc1)Nc1ccc(C(=O)NCC2COc3ccccc3O2)cc1 (stereo not drawn)
  1664	1647

A few values from the results shown:
no. 8 in SRC3 TRFRET art: 1384
no. 40 in SRC1 TRFRET art: 1664
no. 14 in SRC3 TRFRET art: 1404
no. 3 in SRC1 TRFRET art: 1802
no. 16 in SRC3 TRFRET art: 1626

(list continues)
Order of values – SRC1 TRFRET art	SRC3 TRFRET art
(41) Cc1ccc(-n2c(SCC(=O)Nc3cccc(S(=O)(=O)NC4=NCCCCC4)c3)nc3ccccc3c2=O)cc1C
  2204	1841
(42) O=C(O)/C=C/C(=O)Nc1ccccc1-c1ccccc1NC(=O)/C=C/C(=O)O
  1936	1626
(43) COc1ccc(Nc2nnc(SCC3CCCCO3)s2)cc1 (stereo not drawn)
  1865	1548
(44) COc1ccc(NC(=O)CN2CCC(Cc3ccccc3)CC2)cc1S(=O)(=O)N1CCOCC1
  1821	1330
(45) CC1CC1C(=O)OCC(=O)Nc1ccc(N=Nc2ccccc2)cc1 (stereo not drawn)
  1823	1698
(46) O=C(Cc1ccccc1Cl)NNC(=O)Nc1ccccc1
  1574	1559
(47) O=c1[nH]c2ccc(S(=O)(=O)N3CCN(c4ccccc4F)CC3)cc2s1
  1725	1672
(48) COc1ccc(NC(=O)c2ccc(NC(=O)COC(=O)CC(NC(=O)c3ccccc3Cl)c3ccccc3)cc2)cc1 (stereo not drawn)
  1913	1797
(49) Cc1c(Cl)cccc1NC(=O)CCN1CCCC(C)C1 (stereo not drawn)
  1733	1722
(50) COc1ccc(NS(=O)(=O)c2cc(NC(=O)c3cccc(OCc4c(C)noc4C)c3)ccc2OC)cc1
  1539	1621
(51) CCOC(=O)c1cc(-c2ccccc2)sc1NC(=O)CC
  1903	1652
(52) Cc1ccc(S(=O)(=O)Oc2ccc(/C=C(/NC(=O)c3ccccc3)C(=O)NCCCC(=O)O)cc2)cc1
  1537	1409
(53) Cc1ccc(N2C(=O)C3C(C2=O)N2C(c4cccs4)C4C(=O)N(c5ccc(C)cc5)C(=O)C4N2C3c2cccs2)cc1 (stereo not drawn)
  2053	1568
(54) COc1ccc(OC)c(NC(=O)Cn2cc(C=O)c3ccccc32)c1
  1972	1477
(55) Cc1nnc(SCc2cc(=O)oc3cc(O)ccc23)n1Cc1ccccc1
  1618	1492
(56) COc1ccc(N(C)S(=O)(=O)c2ccc(C)cc2)c([N+](=O)[O-])c1
  1740	1532
(57) CCN(CC)CCN1C2=C(C(=O)CC(C)(C)C2)C(c2cccc(F)c2)C2=C1CC(C)(C)CC2=O
  1989	1535
(58) NC(=O)C[C@@H]1NC(=O)CNC(=O)c2cc([N+](=O)[O-])cc(I)c2NCCC(C(N)=O)NC1=O (stereo partly drawn)
  1399	1320
(59) S=C(NCc1ccccc1Cl)Nc1ccccc1Cl
  1830	1622
(60) Cc1ccc(S(=O)(=O)N(C)C)cc1NC(=O)COC(=O)COc1ccccc1[N+](=O)[O-]
  2039	1588
(61) Cc1ccc(NC(=O)c2cccc(NC(=O)/C=C/c3ccco3)c2)cc1C
  1661	1490
(62) S=C(NCCc1ccccc1)NN=C1CCCCCC1
  1628	1611
(63) Fc1cccc(Cl)c1/C=N/Nc1ccccn1
  1923	1531
(64) O=C(NC1=NCCS1)c1csc2ccccc12
  1962	1618
(65) Cc1ccc(C)c(Nc2c(F)c(F)c(F)c(F)c2C(=O)O)c1
  1729	1488
(66) CCCCC(=O)NC(c1ccco1)c1cc(Cl)c2cccnc2c1O (stereo not drawn)
  1915	1773
(67) COc1ccc(Cc2n[nH]c(=S)o2)cc1
  1936	1526
(68) O=c1[nH]c(CSc2nnc(-c3ccccc3)n2-c2ccccc2)nc2ccccc12
  1851	1588
(69) Cc1nc2sc(C(c3cccs3)N3CCN(Cc4ccccc4)CC3)c(O)n2n1 (stereo not drawn)
  1986	1452
(70) Cc1ccc(C)c(NC(=O)C(Sc2nnc(-c3cccs3)o2)c2ccccc2)c1 (stereo not drawn)
  1758	1721

Reformatted: entries from further up
No.	Compound	SRC1 TRFRET art	SRC3 TRFRET art
63	Fc1cccc(Cl)c1/C=N/Nc1ccccn1	1923	1531
64	O=C(NC1=NCCS1)c1csc2ccccc12	1962	1618
65	Cc1ccc(C)c(Nc2c(F)c(F)c(F)c(F)c2C(=O)O)c1	1729	1488
66	CCCCC(=O)NC(c1ccco1)c1cc(Cl)c2cccnc2c1O (stereo not drawn)	1915	1773
67	COc1ccc(Cc2n[nH]c(=S)o2)cc1	1936	1526
68	O=c1[nH]c(CSc2nnc(-c3ccccc3)n2-c2ccccc2)nc2ccccc12	1851	1588
69	Cc1nc2sc(C(c3cccs3)N3CCN(Cc4ccccc4)CC3)c(O)n2n1 (stereo not drawn)	1986	1452

The list goes on:
Order of values – SRC1 TRFRET art	SRC3 TRFRET art
(71) COc1ccc(/C=C/C(=O)O)cc1S(=O)(=O)NC1CCS(=O)(=O)C1 (stereo not drawn)
  1907	1679
(72) COc1cccc(C(=O)NCC(=O)NNc2ncnc(N)c2[N+](=O)[O-])c1
  1918	1557
(73) Cc1cc(SCC(=O)OC/C(O)=C(\C#N)c2nc3ccccc3[nH]2)c(C)cc1Br
  1990	1872
(74) FC(F)(F)c1ccccc1NC(=S)Nc1cccc(Cl)c1
  1615	1646
(75) Clc1ccc(OCCCn2ccnc2)c(Br)c1
  1509	1549
(76) CC(=O)N[C@@H](C)C(=O)OC(C)C(=O)Nc1cccc([N+](=O)[O-])c1 (stereo partly drawn)
  1349	1520
(77) S=C1NCCOCCNC(=S)NCCOCCOCCN1
  1722	1408
(78) O=[N+]([O-])c1ccc(CNC2CCCc3ccccc32)cc1 (stereo not drawn)
  1652	1635
(79) CCN(CC)/C(Sc1ccccc1)=C(/C(Cl)=C(Cl)Cl)[N+](=O)[O-]
  1978	1728
(80) CCOC(=O)c1c(C)[nH]c(C(=O)COC(=O)CNC(=O)c2ccc(Cl)cc2Cl)c1C
  1848	1666
(81) CCc1ccccc1NC(=O)/C(C#N)=C/c1ccc(Sc2ccccc2)o1
  2170	1491
(82) Clc1ccc(SCc2cc(N3CCOCC3)nc(-c3ccccn3)n2)cc1
  1556	1583
(83) CC1(C)CC(=O)c2sc(NS(=O)(=O)c3ccccc3)nc2C1
  1697	1544
(84) Cc1nc2c(-c3ccccc3)c[nH]n2c(=O)c1Cc1ccccc1
  1796	1690
(85) CC1CCC2C(=O)N(c3cccc(OS(=O)(=O)c4ccccc4)c3)C(=O)C2C1 (stereo not drawn)
  1765	1798
(86) Cc1ccc(C(=O)NCCc2ccc(S(N)(=O)=O)cc2)cc1[N+](=O)[O-]
  1940	1461
(87) Cc1nc2ccccc2n1CC(O)COc1ccccc1Cl (stereo not drawn)
  1828	1687
(88) COc1cccc(/C=C2\N=C(C3CCCCC3)OC2=O)c1OC
  1554	1619
(89) O=C(CSc1nnc(NC(=O)Cc2ccccc2)s1)NCC1CCCO1 (stereo not drawn)
  1556	1551
(90) Cc1ccc(-c2csc(/C(C#N)=C(\O)CCl)n2)cc1
  1780	1605
(91) O=[N+]([O-])c1ccc(N2CCOCC2)cc1N1CCCCC1
  1861	1658
(92) CC1(C(=O)NCCN2CCOCC2)C=CC2(CCCCC2)N1C(=O)c1ccccc1 (stereo not drawn)
  1567	1587
(93) C=CCc1ccc(OCCCCNC(C)CC)c(OC)c1 (stereo not drawn)
  1722	1404
(94) COc1cccc(NC(=O)C(c2ccccc2)N2CCNC(=O)C2)c1 (stereo not drawn)
  1697	1504
(95) COC(=O)Cc1c(C(=O)OC)nnn1-c1ccc(OC)cc1
  1851	1625
(96) Cc1ccnc(NC(=O)c2cc3ccccc3oc2=O)c1
  1942	1588
(97) CCNc1nc(C23CC4CC(CC(C4)C2)C3)cs1
  1804	1521
(98) COC(CN(C(=O)CCl)C(C(=O)NC1CCCCC1)c1ccc(Cl)cc1)OC (stereo not drawn)
  1754	1500
(99) CS(=O)(=O)c1cnc(-c2ccccc2)nc1-c1ccccc1Cl
  1786	1585
(100) COc1ccc(-c2csc(NC(=O)c3ccc(S(=O)(=O)N4CCc5ccccc5C4)cc3)n2)cc1
  1864	1748
(101) NNC(=O)c1ccc2c(c1)S(=O)(=O)NNC2=O
  1712	1518
(102) c1ccc(-c2ccccc2OCCN2CCCCC2)cc1
  1666	1591
(103) Cn1ncc2c(NNC(=O)c3ccc(Cl)cc3Cl)ncnc21
  1728	1456
(104) O=C(NCc1ccco1)c1cccc2c1C(=O)N(C1CCCCC1)C2
  1690	1587
(105) CN(C)C(=O)C(=O)c1cccn1-c1cccc(Cl)c1C#N
  1815	1708
(106) CC(=O)c1ccc(N2CCN(c3ccc(S(=O)(=O)NCCCN(C)C)cc3[N+](=O)[O-])CC2)cc1
  1826	1686
(107) CCN(Cc1ccccc1)c1ccc(N=Nc2nn(C)c(C)c2[N+](=O)[O-])cc1
  1823	1504
(108) Nc1ccc(/C=C/C(=O)c2cccs2)cc1
  2094	1486
(109) COC(=O)Cc1ccc(NC(=S)N2CCCC(C)C2)cc1 (stereo not drawn)
  1842	1611
(110) CCN(C(=O)CN1CCCCC1)C1(C)C(=O)c2ccccc2C1=O
  1770	1672
(111) COc1ccc(OCc2csc(N)n2)cc1
  1672	1723
(112) S=C(NCCc1ccccc1)N/N=C/c1c(Cl)cccc1Cl
  1832	1631
(113) Cn1cnnc1Sc1ccc(CN2CCN(C3CCCC3)C(CCO)C2)o1 (stereo not drawn)
  1656	1416
(114) Cc1c(Cl)cccc1Nc1nc(N)nc(CSC(=S)N2CCOCC2)n1
  1760	1686
(115) CC1(C)NC(=O)N(CCCCOc2ccc3c(c2)CCC3)C1=O
  1943	1563
(116) COc1ccccc1N(CC(O)Cn1c2ccccc2c2ccccc21)S(=O)(=O)c1ccccc1 (stereo not drawn)
  1736	1516

Only part of the results is shown, so the mix of outcomes need not match the whole.
